KDM5B inhibitor = Primary screen for KDM5B Histone Demethylases FDH-coupled qHTS. Potency, µM (titrated, usually from 57.7 µM), inactives show at the highest dose activity change, negative = inhibition, actives largely listed as inhibitors. Lysine-specific demethylase 5B (Homo sapiens), Q9UGL1. 2.6% of 220,000 active. AID 1347165, 2019. KDM5B demethylase, FDH-coupled NADH fluorescence (FDH is formaldehyde dehydrogenase); active = well fitted inhibition curve with a large enough effect; inconclusive = small, poorly fitted or top-dose-only effect; inactive = no such curve, though single readings can be large or run the other way; note: 0% is about no effect; nearly all actives have a fitted effect of over 70% in size
Target sequence (Q9UGL1 whole entry, looked up): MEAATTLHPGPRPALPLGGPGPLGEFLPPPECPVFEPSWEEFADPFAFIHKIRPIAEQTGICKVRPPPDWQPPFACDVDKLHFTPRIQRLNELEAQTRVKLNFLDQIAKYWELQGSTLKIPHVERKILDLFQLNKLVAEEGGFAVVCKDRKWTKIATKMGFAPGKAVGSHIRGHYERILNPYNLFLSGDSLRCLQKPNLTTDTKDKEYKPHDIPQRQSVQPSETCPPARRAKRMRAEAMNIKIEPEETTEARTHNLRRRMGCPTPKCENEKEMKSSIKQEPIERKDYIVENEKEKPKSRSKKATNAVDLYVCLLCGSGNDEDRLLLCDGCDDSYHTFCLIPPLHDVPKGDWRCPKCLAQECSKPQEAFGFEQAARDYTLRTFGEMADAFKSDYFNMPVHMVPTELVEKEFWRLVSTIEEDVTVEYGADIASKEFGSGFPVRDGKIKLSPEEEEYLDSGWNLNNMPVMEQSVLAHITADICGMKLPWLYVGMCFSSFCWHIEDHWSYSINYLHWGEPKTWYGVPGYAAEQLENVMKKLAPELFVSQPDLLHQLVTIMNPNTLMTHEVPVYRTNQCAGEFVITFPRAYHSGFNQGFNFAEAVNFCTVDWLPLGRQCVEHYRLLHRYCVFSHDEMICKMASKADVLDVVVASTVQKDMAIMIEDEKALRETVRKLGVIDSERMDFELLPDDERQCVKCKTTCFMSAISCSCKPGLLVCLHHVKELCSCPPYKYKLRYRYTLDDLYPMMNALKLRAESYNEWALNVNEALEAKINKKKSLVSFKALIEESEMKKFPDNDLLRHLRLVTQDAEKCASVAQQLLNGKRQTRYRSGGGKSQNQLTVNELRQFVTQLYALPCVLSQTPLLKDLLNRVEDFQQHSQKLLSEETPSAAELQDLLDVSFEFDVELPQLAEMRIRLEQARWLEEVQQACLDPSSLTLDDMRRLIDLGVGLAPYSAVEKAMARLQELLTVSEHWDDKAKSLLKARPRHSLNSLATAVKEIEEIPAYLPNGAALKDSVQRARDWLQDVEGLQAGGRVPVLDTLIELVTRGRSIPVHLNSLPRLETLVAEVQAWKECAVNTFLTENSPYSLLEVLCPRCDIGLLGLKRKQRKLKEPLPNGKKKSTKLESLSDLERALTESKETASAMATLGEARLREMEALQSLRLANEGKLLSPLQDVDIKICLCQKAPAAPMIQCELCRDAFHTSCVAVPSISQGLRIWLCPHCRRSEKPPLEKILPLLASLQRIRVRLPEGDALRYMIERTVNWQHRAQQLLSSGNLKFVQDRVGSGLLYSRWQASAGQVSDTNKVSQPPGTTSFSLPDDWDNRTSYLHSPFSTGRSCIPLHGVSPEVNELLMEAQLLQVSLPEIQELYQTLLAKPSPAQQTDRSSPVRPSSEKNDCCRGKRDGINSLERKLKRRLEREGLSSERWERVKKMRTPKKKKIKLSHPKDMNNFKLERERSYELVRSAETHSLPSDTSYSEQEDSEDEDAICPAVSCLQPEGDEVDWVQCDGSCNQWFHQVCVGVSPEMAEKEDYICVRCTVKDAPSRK
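Here, H3K4me3 peptide (12.5 µM in substrate mix) is demethylated by KDM5BΔAP, 200 nM final, after 10 min compound exposure. Formaldehyde product is coupled through FDH (0.25 U/mL in mix) to NADH fluorescence; 30-min ΔRFU feeds dose-response curves.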
The depositor's hits bear a star; & = joins results of further samples; [ ] = remark or other dose. Potency is the fitted concentration of half-maximal effect. An excerpt, so the mix of outcomes need not match the whole.

Start of the data: the first six records (preview)
Screening N#C/C(=C\c1c(Cl)cccc1Cl)c1nn(-c2ccccc2)c(-n2cccc2)c1C#N returned KDM5B inhibitor -5%.
`CC(C)(C)S(=O)(=O)/C(C#N)=C/Nc1ccccn1` gave KDM5B inhibitor 16%.
For O=C(Nc1ccc(F)c(F)c1)C1CCN(c2nc3ccccc3o2)CC1 the results were KDM5B inhibitor -1%.
`COc1ccc(CCCc2nnc(SCC(=O)Nc3ccc(F)cc3)o2)cc1C` gave KDM5B inhibitor -18%&-18%.
`CCNC(=O)c1cccnc1OC1CCN(C(=O)CC2CCCC2)C1` (centres undefined) gave KDM5B inhibitor 23%.
Cc1cccc(NC(=O)C2Cc3ccc(C)cc3S2)c1 (centres undefined) was read as KDM5B inhibitor 0%.

The whole of this part, from the start:
Screening N#C/C(=C\c1c(Cl)cccc1Cl)c1nn(-c2ccccc2)c(-n2cccc2)c1C#N returned KDM5B inhibitor -5%.
`CC(C)(C)S(=O)(=O)/C(C#N)=C/Nc1ccccn1` gave KDM5B inhibitor 16%.
For O=C(Nc1ccc(F)c(F)c1)C1CCN(c2nc3ccccc3o2)CC1 the results were KDM5B inhibitor -1%.
`COc1ccc(CCCc2nnc(SCC(=O)Nc3ccc(F)cc3)o2)cc1C` gave KDM5B inhibitor -18%&-18%.
`CCNC(=O)c1cccnc1OC1CCN(C(=O)CC2CCCC2)C1` (centres undefined) gave KDM5B inhibitor 23%.
Cc1cccc(NC(=O)C2Cc3ccc(C)cc3S2)c1 (centres undefined) was read as KDM5B inhibitor 0%.
For CC(C)(C(=O)NCc1cccc(C(F)(F)F)c1)C1CCOCC1 the results were KDM5B inhibitor 1%.
Cc1cc(=O)n2c(-c3ccc(Cl)cc3)csc2n1 was read as KDM5B inhibitor 19%.
Cc1ccc(C)n1-c1c(C(=O)NCCC(C)C)sc2ncccc12 was read as KDM5B inhibitor inconclusive.
`CCN(CC)c1nc2c(c(=O)[nH]c(=O)n2C)n1CC(O)COc1ccc(C)cc1` (centres undefined) gave KDM5B inhibitor 11%.
For COc1ccccc1C(=O)OC1=CN(C(C)C)S(=O)(=O)c2ccccc21 the results were KDM5B inhibitor 15%.
For COc1ccc(C(CNC(=O)CNC(C)(C)C)c2c[nH]c3ccccc23)cc1 (centres undefined) the results were KDM5B inhibitor 3%.
For Cc1c(NC(=O)CC2CCCCC2)cccc1-c1nc2cccnc2s1 the results were KDM5B inhibitor 9%.
For CCCCNC(=O)N1CC(C(=O)N2CCCC(C(=O)OCC)C2)CC(c2ccc(F)c(C)c2)C1 (centres undefined) the results were KDM5B inhibitor 3%.
`O=C(NC1CCCCC1)N1CCC(N2CC(OCC3CC3)C23CCOCC3)CC1` (centres undefined) gave KDM5B inhibitor 6%.
CC(C)(C)c1nc(CSc2n[nH]c(-c3ccccc3Br)n2)no1 was read as KDM5B inhibitor 23%.
COC(=O)[C@H](CC(C)C)N(CCc1cn(Cc2ccc(C)cc2)nn1)S(=O)(=O)c1ccccc1Br was read as KDM5B inhibitor -18%.
COC(CNC(=O)c1coc2nc3ccccc3nc12)OC was read as KDM5B inhibitor inconclusive.
O=C(CSc1nc(=O)[nH]c2c1CCC2)NCc1ccccc1 was read as KDM5B inhibitor 0%.
For Oc1ccc(Nc2nc(-c3ccc(F)cc3F)cs2)cc1 the results were KDM5B inhibitor -17%.

A run of entries from further up, as a working copy:
For COc1ccccc1C(=O)OC1=CN(C(C)C)S(=O)(=O)c2ccccc21 the results were KDM5B inhibitor 15%.
For COc1ccc(C(CNC(=O)CNC(C)(C)C)c2c[nH]c3ccccc23)cc1 (centres undefined) the results were KDM5B inhibitor 3%.
For Cc1c(NC(=O)CC2CCCCC2)cccc1-c1nc2cccnc2s1 the results were KDM5B inhibitor 9%.

The list goes on.
For CC(OC(=O)c1ccc(O)cc1)C(=O)Nc1ccccc1OC(F)F (centres undefined) the results were KDM5B inhibitor -4%.
For N#Cc1cccc(-c2cn3c(n2)N(C(=O)Cc2cccs2)CCC3)c1 the results were KDM5B inhibitor 25µM*.
For CCOc1ccccc1NC(=O)c1cc2cc(OC)ccc2oc1=O the results were KDM5B inhibitor -6%.
For CC1=C2NC(N)=[N+](Cc3ccc4c(c3)OCO4)CC2n2c(=O)n(-c3ccccc3)c(=O)n2C1 (centres undefined) the results were KDM5B inhibitor 1%.
CN(Cc1ccco1)C(=O)Cc1cccn1-c1cccc(Cl)c1 was read as KDM5B inhibitor -25%.
Screening O=C(c1cccs1)N1CCC(N2C(=O)C(O)C23CCCCC3)CC1 (centres undefined) returned KDM5B inhibitor 0%.
COc1ccc(C(=O)Nc2nnc(S(=O)(=O)N3CCOCC3)s2)cc1 was read as KDM5B inhibitor 2%.
COc1ccc([S+](=O)([O-])c2nnn3c2nc(N2CCCCC2)c2ccccc23)cc1 was read as KDM5B inhibitor inconclusive.
Screening COc1ccc(NC(=O)Cn2c(=O)n(-c3ccccc3)c(=O)c3ccc(C(=O)NCc4ccc5c(c4)OCO5)cc32)cc1 returned KDM5B inhibitor -5%.
For CC(=O)N1CCCC(c2nc(C(C)C)no2)CCNC(=O)CC1 (centres undefined) the results were KDM5B inhibitor 11%.
Screening O=S(=O)(c1cccs1)N1CCn2cccc2C1c1ccccc1F (centres undefined) returned KDM5B inhibitor -17%.
`COc1cccc(CC(=O)NC2CCN(c3cnn(C)c(=O)c3)CC2)c1` gave KDM5B inhibitor 9%.
`CC(C)CN1C(=O)c2ccccc2C(C(=O)NCc2ccccn2)C12CCCCC2` (centres undefined) gave KDM5B inhibitor 2%.
Screening C=CCNC(=O)N[C@H]1[C@H](O)[C@@H](N2CCN(C)CC2)[C@@H]2OC[C@H]1O2 returned KDM5B inhibitor 2%[86.2 µM].
O=C(c1ccco1)N1CCc2c(nc(-c3ccc(F)cc3)[nH]c2=O)C1 was read as KDM5B inhibitor -7%.
c1ccc(OC2CNC2)cc1 was read as KDM5B inhibitor 6%[230 µM].
For CC(NC(=S)NCCc1ccccc1)c1ccc(C(C)(C)C)cc1 (centres undefined) the results were KDM5B inhibitor 4%.
`Cc1ccc(C(=O)N2CCC(OC3CCN(Cc4ccccc4)CC3)CC2)cc1` gave KDM5B inhibitor -18%.
Screening CCCC(=O)N1CCCN(C)c2ccccc21 returned KDM5B inhibitor -13%.
CCN(CC)CC[C@H]1CN(C(=O)CC(C)(C)C)CC[C@H]1CC(=O)O was read as KDM5B inhibitor -34%[86.2 µM].
For COCCn1c(SCC(=O)Nc2cc(C)on2)nnc1C(C)C the results were KDM5B inhibitor 13%.
Cn1c(=O)c2c(ncn2Cc2ccc(F)cc2)n(C)c1=O was read as KDM5B inhibitor -16%.
For CCCCCOc1ccc(/C=C2\CCC(C3CCCC3)C2=O)cc1 (centres undefined) the results were KDM5B inhibitor 28%.
`CCOCCCNC(=O)C(CC)c1ccccc1` (centres undefined) gave KDM5B inhibitor 8%.
For CC(=O)N(c1nc(CSc2nnc(C3CC3)n2C2CC2)cs1)c1ccc(C)cc1C the results were KDM5B inhibitor 8%.
`CCc1nc2ccccc2n1CCCCOc1ccc(Cl)cc1` gave KDM5B inhibitor -19%.
Screening COc1ccc(CN(C(=O)c2cc(=O)[nH]c3ccc(S(=O)(=O)N4CCOCC4)cc23)C2CC2)cc1 returned KDM5B inhibitor inconclusive.
COc1ccc2oc(-c3ccc(C)c(NC(=O)Cc4ccc(Cl)cc4)c3)nc2c1 was read as KDM5B inhibitor inconclusive.
For Cc1ccc(OCC(=O)N2CCC(Cc3nc(-c4cnccn4)no3)CC2)cc1 the results were KDM5B inhibitor -7%.
Screening O=C1c2c(-c3nc(-c4ccsc4)no3)nnn2CCN1Cc1cc(F)cc(F)c1 returned KDM5B inhibitor -15%.
`CC(=O)NCCCC(=O)N1Cc2ccccc2OC2(CCN(C(=O)N(C)C)CC2)C1` gave KDM5B inhibitor 13%[115 µM].
`O=C(CSc1n[nH]c(=O)n1C1CC1)N1N=C(c2ccc(Cl)cc2)CC1c1ccco1` (centres undefined) gave KDM5B inhibitor 10%.
Cc1ccc(NC(=O)C2CCN(c3nc4ccccc4nc3C(F)(F)F)CC2)cc1F was read as KDM5B inhibitor -3%.
O=C(CCCc1ccccc1)N1CCC(Cc2nc(C3CC3)n[nH]2)C1 (centres undefined) was read as KDM5B inhibitor -14%.
For Cc1cc(C(F)F)nn1Cc1nc2c3c4c(sc3ncn2n1)CC(C)CC4 (centres undefined) the results were KDM5B inhibitor 19%.
`COc1ccc(-c2c(C)nn3c(N4CCN(c5ccccc5)CC4)cc(C)nc23)cc1OC` gave KDM5B inhibitor -4%.
For CC(NC(=O)CSc1ccc2c(c1)OCCCO2)c1cc2ccccc2o1 (centres undefined) the results were KDM5B inhibitor 24%.
For Cc1cc(C[C@@H]2COC[C@@H]2NC(=O)c2ccc3n[nH]nc3c2)on1 the results were KDM5B inhibitor 16%.
For O=C1Nc2ccccc2O[C@H]2C[C@@H]1N(Cc1ccccc1Cl)C2 the results were KDM5B inhibitor 10%[86.2 µM].
O=C(c1ccnc(Cl)c1)N1CC[C@H]2COC(=O)N2c2cc(F)ccc2C1 was read as KDM5B inhibitor -8%[86.2 µM].
`Fc1ccccc1CSc1nnc(-c2ccccc2F)n1C1CC1` gave KDM5B inhibitor 8%.
`O=C1CC2(CCN(c3cnc4ccccc4n3)CC2)CN1CCCc1ccccc1` gave KDM5B inhibitor inconclusive.
For CN(CCC#N)C(=O)CSc1ncc(-c2ccc(Cl)cc2)o1 the results were KDM5B inhibitor 12%.
C[C@H]1[C@@H]2[C@@H](O)C([C@H](C)C(=O)NCc3ccccc3)CC[C@@]2(C)CC[C@@H]1NC(=O)c1ccncc1 (some centres undefined) was read as KDM5B inhibitor -5%.
CC1CCN(c2nc3ccc(C(=O)NCc4ccc(Cl)cc4)cc3s2)CC1 was read as KDM5B inhibitor -1%.
`CN1C(=O)C(CC(=O)N(C)C2CCNCC2)(Cc2ccccc2)c2ccccc21` (centres undefined) gave KDM5B inhibitor 0%.
`CCOC(=O)c1cccc(NC(=O)c2ncoc2-c2ccco2)c1` gave KDM5B inhibitor inconclusive.
For COc1ccc(-c2ccc3c(c2)C(=O)N2CC[C@H](NC(=O)NC4CCCCC4)[C@H]2C(=O)N3)cc1 the results were KDM5B inhibitor inconclusive.
Screening CN(Cc1ncc[nH]1)Cc1cn(-c2ccccc2)nc1-c1ccc2c(c1)OCO2 returned KDM5B inhibitor inconclusive.
For CCOc1ccc(C2CC(=O)Nc3nc(SCc4ccccc4C)[nH]c(=O)c32)cc1OC (centres undefined) the results were KDM5B inhibitor -2%.
`CCOc1ccc(CNC(=O)C2CCN(S(=O)(=O)c3c(C)noc3/C=C/c3ccc(C)cc3)CC2)cc1OC` gave KDM5B inhibitor -5%.
`COc1cccc(NC(=O)N2CCN3C(=O)N(Cc4ccc(C)cc4)C[C@H]3C2)c1` gave KDM5B inhibitor -9%[86.2 µM].
For CCN(CC)CCC1S(=O)(=O)CC(c2ccccc2)CS1(=O)=O (centres undefined) the results were KDM5B inhibitor 27%.
Screening CC(C)Cn1cc(NC(=O)N2CCN(c3cccc(C(F)(F)F)c3)CC2)c2ccccc2c1=O returned KDM5B inhibitor inconclusive.
For CC(=O)Nc1ccc(NC(=O)C(C)Br)cc1 (centres undefined) the results were KDM5B inhibitor 12%.
Screening COCC1CCN(c2ccc(-c3nc(-c4ccccc4C)no3)cn2)C1 (centres undefined) returned KDM5B inhibitor 32µM*.
For COc1ccc(C2Cn3cnc(C(=O)N4CCC(C(=O)NCCc5ccccc5)CC4)c3CO2)cc1 (centres undefined) the results were KDM5B inhibitor 4%.
Screening COc1ccc(N2CCN(Cc3nc4c(c(=O)[nH]c(=O)n4C)n3Cc3ccccc3C)CC2)cc1 returned KDM5B inhibitor 0%.
For CC(C)C1Cc2c(sc(N)c2C#N)CO1 (centres undefined) the results were KDM5B inhibitor inconclusive.
`CC(C)C(=O)NC1CCCc2c1[nH]c1c(Cl)cccc21` (centres undefined) gave KDM5B inhibitor -8%.
For Cc1cccc(Oc2nc3c(c(=O)n(C)c(=O)n3C)n2Cc2ccccc2)c1C the results were KDM5B inhibitor 45%&11%[activator].
For CN(C)S(=O)(=O)c1ccc2oc(SCCOc3cccc(Br)c3)nc2c1 the results were KDM5B inhibitor -10%.
For COCC(=O)N(c1ccc(Br)cc1)C1C=CS(=O)(=O)C1 (centres undefined) the results were KDM5B inhibitor 19%.
O=C(CSc1nnc(-c2ccncc2)o1)Nc1ccc(F)c(F)c1 was read as KDM5B inhibitor -33%.
Cc1cccc(Cn2c(SCC(O)CO)nc3c2c(=O)[nH]c(=O)n3C)c1 (centres undefined) was read as KDM5B inhibitor 8%.
`CCc1ccc(/C=C(\C#N)C(=O)NC2CC2)s1` gave KDM5B inhibitor 14%.
For Cc1ccc(C)c(N2CCN(S(=O)(=O)c3ccc(-c4cc(C(F)(F)F)on4)s3)CC2)c1 the results were KDM5B inhibitor -27%.
`CCOCc1nc(C2CCCN(C(=O)C(CC)CC)C2)no1` (centres undefined) gave KDM5B inhibitor -7%.
`Cc1ccc2nc(COc3ccccc3NC(=O)c3ccccc3C)cc(=O)n2c1` gave KDM5B inhibitor -14%.
For Cc1ccc(-n2nc3n(c2=O)CCN(C(=O)c2ccc(F)cc2)C3)cc1 the results were KDM5B inhibitor inconclusive.
`COc1ccc(CCC(=O)N2CCC3(CC2)NC(=O)N(c2ccc(F)cc2)N3)cc1` gave KDM5B inhibitor -11%.
CC1CCC(NC(=O)C23CC4CC(CC(C4)C2)C3)CC1 (centres undefined) was read as KDM5B inhibitor 20%.
Screening CCN1CCN(CCNC(=O)c2cc(-c3ccc(Cl)cc3)cn2C)CC1 returned KDM5B inhibitor -8%.
Screening O=C1NCCCCCCN(Cc2ccncc2)[C@@H]2CN(S(=O)(=O)c3ccccc3)CC[C@H]12 returned KDM5B inhibitor inconclusive.
For O=C(COCC(=O)Nc1ccc(Oc2ccccc2)cc1)Nc1ccccc1 the results were KDM5B inhibitor -9%.

High-throughput results from PubChem.
